Screening data as filed in PubChem.
ABCB6 inh 2 = inhibitors of human ABC transporter ABCB6. K562-ABCB6 porphyrin accumulation, flow cytometry, 1 h; stronger effect = lower value. hit rate 0.19% among 360,000. Q9NP58. fluorescence ratio to DMSO, % at 10 µM;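 active = fluorescence ratio to DMSO below 75%, the collection mean minus 3 SD; inconclusive = too few cells collected in the well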;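 note: signal is porphyrin accumulated inside mitochondria; 100% equals median channel fluorescence of DMSO control wells; lower ratio means ABCB6 inhibition with less porphyrin fluorescence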
Vif inh = HIV Vif inhibition; HEK293T cells, Vif self-association by quenched fluorescence, imaging, 24 h; inhibition, % at 7.49 µM; hit rate 0.35% among 340,000; in the data active = inhibition above about 50%, passing the limit was not always enough; inconclusive = no clear call, values can overlap the other calls; inactive = below about 31%; note: some results filed as inactive read as strong as hits
N-glyco inh = blocks N-linked glycosylation in D54 reporter cells; reporter increase, % at 12.5 µM; AID 588692; D54 ERlucT glycosylation luciferase reporter, 24 h; percent of 100 nM tunicamycin response; hit rate 0.23% among 360,000;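 active = mean luciferase reporter signal, scaled so untreated is 0 and the glycosylation-blocking control 100, at or above a set limit in every replicate; inconclusive = mean reaches the limit but not every replicate does; inactive = mean below the limit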;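 note: luciferase carries N-glycosylation sites so blocking glycosylation raises the light; 0% = median of neutral control wells and 100% = median of 100 nM tunicamycin wells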
aDG glyco act = alpha-DG glycosylation activation. Pro5-aDG cells, alpha-DG glycosylation AlphaScreen (IIH6); 0% Pro5, 100% B10-LARGE cell signal. activation, % at 10 µM. hit rate 0.22% among 360,000;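 active = activation of at least 8% versus controls, or a plate z-score of at least 8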;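 note: Pro5 are CHO cells carrying HIG-tagged alpha-DG that lacks glycosylation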
m5-HT2A agonist = activates the mouse 5-HT2A serotonin receptor; P35363; CHO-K1 mHTR2A beta-arrestin complementation, luminescence; percent of 30 µM serotonin response; activation, % at 7.6 µM; hit rate 0.66% among 360,000; AID 624169;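 active = activation above a run cutoff, the mean activation of all tested compounds plus 3 SD, cut at about 14% in these data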;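 note: 0% = plate median of compound wells and 100% = 30 µM serotonin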
Target sequence (P35363 whole entry, looked up): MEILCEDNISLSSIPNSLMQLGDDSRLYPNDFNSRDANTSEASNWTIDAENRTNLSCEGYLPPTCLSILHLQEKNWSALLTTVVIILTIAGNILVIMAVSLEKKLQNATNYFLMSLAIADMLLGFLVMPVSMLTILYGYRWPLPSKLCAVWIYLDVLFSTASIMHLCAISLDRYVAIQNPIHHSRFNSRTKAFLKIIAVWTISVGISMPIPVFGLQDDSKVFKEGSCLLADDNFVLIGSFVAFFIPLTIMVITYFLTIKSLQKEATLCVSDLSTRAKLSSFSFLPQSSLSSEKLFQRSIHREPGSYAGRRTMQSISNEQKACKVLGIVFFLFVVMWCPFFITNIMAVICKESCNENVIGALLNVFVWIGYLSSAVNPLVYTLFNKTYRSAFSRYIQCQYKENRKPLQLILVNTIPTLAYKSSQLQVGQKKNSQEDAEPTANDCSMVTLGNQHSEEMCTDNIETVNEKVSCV
MC4R antag cAMP = blocks human MC4R cAMP signaling. P32245. MC4R-expressing cells, MTII-stimulated cAMP, LANCE TR-FRET. inhibition, % at 6.5 µM. hit rate 0.48% among 360,000;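 active = inhibition above its plate's cutoff, the mean of tested wells on that plate plus 3 SD, cut at about 29% in these data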;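 note: 0% = Melanotan II alone and 100% = Melanotan II plus saturating MCL0020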
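System: U2OS-MC4R stable cell line; Technique: Eu-cAMP/anti-cAMP TR-FRET, emission 671 nm; Repeats: single well per compound; Also added: Melanotan II; Dosing: one concentration, 6.5 µM nominal; Schedule: 30-min compound, 1-h challenge, 1-h detection, room temperature.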
CaV13 ICDI inh = Primary screen for inhibitors of IQ motif and Ca2+-dependent inactivation inhibitor domain binding in CACNA1D, Förster resonance energy transfer in living cells, …; HEK cells, CFP/YFP FRET ICDI-IQ, plate reader, 10 min; percent FRET-ratio fall versus neutral wells; inhibition, % at 12.3 µM; hit rate 0.098% among 340,000; AID 743397;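 active = mean replicate inhibition of at least 30% and at least 1% of replicates passing that level; inconclusive = only one of the two criteria is met; inactive = neither criterion is met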;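 note: 0% = median of the neutral control wells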
PDI inh = blocks human protein disulfide isomerase activity; PDI insulin aggregation turbidity, A650, 90 min; hit rate 0.052% among 350,000; inhibition, % at 10 µM; AID 588391; P07237;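 active = mean inhibition across replicates of 30% or more, whatever share of single replicates reach that level; inconclusive = mean inhibition below 30% while every single replicate reaches 30%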;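 note: absorbance from insulin aggregation driven by PDI reduction with DTT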
Target sequence (P07237 whole entry, looked up): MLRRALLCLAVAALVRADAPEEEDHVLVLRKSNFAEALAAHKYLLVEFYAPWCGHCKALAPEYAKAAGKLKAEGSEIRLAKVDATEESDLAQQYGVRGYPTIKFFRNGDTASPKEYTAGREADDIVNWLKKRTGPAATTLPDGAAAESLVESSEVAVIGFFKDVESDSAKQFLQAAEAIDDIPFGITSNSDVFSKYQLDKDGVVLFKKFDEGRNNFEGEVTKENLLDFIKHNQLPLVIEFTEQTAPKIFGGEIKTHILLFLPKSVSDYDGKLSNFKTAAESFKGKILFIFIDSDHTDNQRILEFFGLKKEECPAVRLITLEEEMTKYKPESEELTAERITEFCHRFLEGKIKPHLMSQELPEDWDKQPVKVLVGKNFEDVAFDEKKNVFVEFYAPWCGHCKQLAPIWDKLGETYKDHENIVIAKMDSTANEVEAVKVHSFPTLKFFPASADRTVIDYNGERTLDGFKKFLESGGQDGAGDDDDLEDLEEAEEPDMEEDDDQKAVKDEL
MC4R ag barr = agonists of human melanocortin 4 receptor (MC4R) beta-arrestin; P32245; activation, % at 8.9 µM; U2OS MC4R beta-arrestin complementation, luminescence; percent of melanotan II response, DMSO zero; hit rate 0.98% among 360,000; AID 540308;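 active = activation above a per-plate cutoff, the mean activation of sample wells on that plate plus 3 SD, cut at about 8% in these data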
Cardio protect = myocardial damage modulation in H9c2 cells; H9c2 cardiomyocytes, H2O2 injury protection, ATPLite, 2 h; protection from H2O2 cell death, % at 20 µM; hit rate 0.63% among 360,000; AID 588492;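 active = compounds giving at least 50% protection of heart cells from peroxide-induced death in the single-dose screen, raw or plate-pattern-corrected value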;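 note: 0% = DMSO wells with peroxide and 100% = DMSO wells without peroxide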
Starred values were filed as active, the others as inactive; ? = inconclusive; nt = not tested or not shown.

SMILES	ABCB6 inh 2	Vif inh	N-glyco inh	aDG glyco act	m5-HT2A agonist	MC4R antag cAMP	CaV13 ICDI inh	PDI inh	MC4R ag barr	Cardio protect
CCOCCCNC(=O)C1CCCN(S(=O)(=O)CC)C1 (configuration not stated)	98	-3	2	-0.1	-2	-5	nt	7	-0.4	14
O=C(Nc1ccc(O)cc1)C1CC=CCC1 (configuration not stated)	100	10	2	-0.3	-1	12	-3	10	-2.5	-5
CC(=O)N1CCN(C(=O)CCCNC(=O)c2ccc(Cl)cc2)CC1	98	12	2	0.0	4	1	nt	-1	-1.0	3
O=C(Nc1ccc(N2CCN(C(=O)c3ccc(Cl)cc3)CC2)cc1)c1ccc(Br)o1	101	?	-3	0.4	-2	8	-6	1	0.4	3
Cc1occc1C(=O)N/N=C/c1ccc2c(c1)OCO2	97	4	-13	-0.1	-4	10	-5	-5	-1.5	-17
O=C(CSc1ccccn1)N/N=C/c1c[nH]c2ccccc12	92	-9	1	0.3	2	0	-1	5	-4.0	-6
CCCCn1c(=O)[nH]c(=O)c2c1nc(-c1cc3c(cc1Br)OCO3)n2C	97	-1	-4	0.3	1	-4	-5	-5	1.6	8
O=C(Nc1ccccc1)c1ccc2c(c1)OCO2	96	-2	-1	0.1	0	0	nt	-1	1.5	-9
COc1ccc(-c2nc(N3CCN(C)CC3)sc2-c2ccc(OC)cc2)cc1	109	-1	-3	-0.3	-2	0	-2	-8	1.6	-1
N#CCSc1nc(N)c(C#N)c(C2CCCCC2)c1C#N	114	6	-2	-0.2	5	-6	-5	6	5.3	-18
Cc1[nH]c2ccccc2c1C(=O)CSc1nc2ccccc2[nH]1	99	7	6	-0.3	1	0	-8	4	1.6	66*
Cc1cccc(NC(=O)C2CCN(S(=O)(=O)c3ccc4c(c3)NC(=O)CO4)CC2)c1	105	-4	0	0.0	-6	9	-2	5	0.2	5
Cc1oc(-c2ccc3c(c2)OCCO3)cc1C(=O)NC(Cc1ccccc1)C(=O)O (configuration not stated)	93	7	2	0.0	0	16	-18	0	-3.2	0
Cc1ccc(C(=O)OCC(=O)NCc2ccccc2)s1	98	14	-1	0.3	-2	-3	-7	-1	-1.8	-6
Cc1ccc2nc(N=C(N)N)nc(C)c2c1	104	-4	1	0.0	-8	-14	3	1	-3.0	-6
CN(C(=O)c1cccc(NC(=O)Cc2cccc(NC(=O)C3CCN(C(=O)C4CCC4)CC3)c2)c1)C1CC1	103	0	2	-0.3	-1	-2	-3	22	-1.4	-8
O=C(CN1CCN(Cc2ccccc2Cl)CC1)N/N=C/c1ccco1	98	-3	0	-0.2	-3	10	4	-3	-1.5	2
Cc1ccc(S(=O)(=O)NCCCC(=O)N2CCC(C)CC2)cc1	91	1	0	0.0	-1	1	-4	2	-0.4	-1
CCOc1ccc(S(=O)(=O)N2CCC(C(=O)NCc3ccco3)CC2)cc1	94	13	-1	0.0	4	4	-2	-6	-1.0	-7
CCOC(=O)c1ccc(NC(=S)N(CCN2CCCCCC2)Cc2cccs2)cc1	95	2	-5	1.5	-9	0	-3	-3	-1.2	-11
CCc1cc(=O)[nH]c(SCc2cccc3ccccc23)n1	99	-5	0	-0.1	4	3	nt	-3	-1.4	6
CCOc1ccc(CSC(=N)N)cc1Cl	99	-4	4	-0.1	-5	8	-6	-2	3.8	4
COc1cccc(C2=Nc3cccc4cccc(c34)N2)c1	98	6	2	-0.4	-5	-7	-3	-3	-2.6	-2
Cc1ccc(/C=C/C(=O)Nc2cccc3ncccc23)o1	104	3	4	0.2	-3	-5	-9	-2	-1.2	20
O=C(CNC(=O)c1ccccc1F)OCn1nnc2ccccc2c1=O	103	-5	0	-0.1	6	8	-3	3	-0.5	20
Cc1ccccc1C(=O)OCC(=O)N1CC(=O)Nc2ccccc21	99	2	0	0.7	-1	8	-19	-4	1.3	1
N#CCCn1cc(C(N)=O)c(-c2cccs2)n1	100	-4	3	-0.2	0	-5	-4	3	-2.2	5
CC(NS(=O)(=O)c1ccc(OCC(=O)N2CCCC2)cc1)c1ccccc1 (configuration not stated)	95	11	2	0.1	-6	-7	-3	-56	-1.1	5
COc1ccc(CCNC(=O)c2ccc3nc(N4CCOCC4)sc3c2)cc1OC	105	-6	4	0.0	-2	-1	-6	20	-1.2	20
CN(CC(=O)Nc1cccc(F)c1)CC(=O)N(C)CC(=O)Nc1ccccc1Br	96	2	2	0.4	2	6	-6	4	0.7	-2
COc1cccc(CNC(=O)CN2C(=O)NC(c3ccccc3)(c3ccccc3)C2=O)c1	98	-7	1	0.1	0	1	-4	-5	-0.8	-5
CCCCOc1[nH]c2nc(-c3ccco3)n(Cc3ccco3)c(=N)c2c1C#N	95	-1	9	0.2	-6	1	-9	-3	-1.5	18
CCn1c(COc2ccccc2)nc2ccccc21	88	-7	-2	0.5	5	10	-5	11	-2.0	-3
Cc1cccnc1C(NC(=O)C1CCN(Cc2ccc(Cl)c(Cl)c2)CC1)c1ccc(Cl)cc1 (configuration not stated)	94	12	-11	2.3	16*	11	-5	-21	0.0	4
Cc1ccc(S(=O)(=O)NC(=O)Cn2nnc(-c3ccccc3)c2COc2ccc3ccccc3c2)cc1	93	0	1	0.0	9	2	-5	0	2.3	-1
c1ccc(Cn2c(SCCN3CCOCC3)nnc2-c2cccnc2)cc1	89	4	4	0.1	2	1	2	9	-0.9	0
CCCCc1nc(SCCOC)c2c(=O)n(C)c(=O)n(C)c2n1	100	-4	-1	0.0	0	11	-21	-4	-1.8	2
FC(F)(F)c1cnc2c(c1)[nH]c(=S)n2-c1ccc(Cl)cc1	97	-10	0	0.1	-1	16	-3	-3	2.9	-20
CC(=O)c1ccc(S(=O)(=O)N2CCN(c3ccnc4cc(Cl)ccc34)CC2)cc1	93	-11	-6	2.2	-5	-2	-5	-5	-1.8	-16
CCc1ccc(OCC(=O)N(C)CCC#N)c(Br)c1	94	-2	-1	3.5	3	4	-5	1	3.5	1
Cc1ccc(-c2nc3cccnc3s2)cc1NS(=O)(=O)c1ccc2c(c1)CCCC2	98	nt	-2	-0.2	-3	7	-5	nt	6.3	6
CC1(C)CC(=O)C(C=NCCCO)=C(O)C1	97	1	1	0.0	12	-5	-5	4	-0.3	5
O=C(NC1CCN(Cc2ccccc2Cl)CC1)c1ccccc1	94	0	1	0.2	-7	-1	-18	-4	0.1	4
CCc1nc(-n2[nH]c(=O)c3ccccc3c2=O)c2c3c(sc2n1)CCCC3	88	38	2	-0.1	6	11	-4	-5	1.1	28
Cc1ccc2c(c1)c1nnc(SCC(=O)Nc3cccc(Cl)c3C)nc1n2CC(=O)O	101	2	-1	0.0	-4	15	-7	13	0.1	5
COc1ccc(-c2ccc(CCC(=O)O)n2NC(=O)c2ccc(C(C)(C)C)cc2)cc1	95	13	-2	-0.3	-5	11	-5	2	-3.4	4
COc1ccccc1-c1cc(C(=O)NCCN2CCOCC2)no1	102	8	-1	0.0	-2	5	-10	1	1.8	2
COc1ccc(N2CCN(C(=O)c3ccc(COc4ccc([N+](=O)[O-])cc4)o3)CC2)cc1	94	nt	-6	0.8	-1	2	-5	-3	-2.7	-8
CCOC(=O)C1CCN(C(=O)c2cccnc2Oc2ccc(Cl)cc2)CC1	98	1	1	0.2	-2	5	-18	8	-0.5	5
CCc1cccc(C)c1NC(=O)CC1Oc2ccc(C)cc2NC1=O (configuration not stated)	96	nt	1	-0.2	1	4	-21	0	-0.3	3
CCC1(C)CC(CCN(Cc2ccco2)C(C)=O)(c2ccccc2)CCO1 (configuration not stated)	86	-1	-3	-0.1	3	8	-8	-4	-1.3	-1
Cc1cccc(-n2c(CNC(=O)c3ccc(S(=O)(=O)N4CCCC4)cc3)n[nH]c2=S)c1	98	1	4	0.1	-3	-3	-7	-1	-2.5	0
O=C1C(=O)c2ccccc2C(O)=C1CC=C(Cl)Cl	91	1	-7	0.3	1	-4	-9	-4	-0.9	-2
CN1C2C=C3C(C#N)=C(N)C(C#N)(C#N)[C@H](c4c(F)cccc4F)[C@H]3C1CC2 (some centres not stated)	95	1	2	0.3	-2	13	nt	-11	-2.4	-2
O=C(Cn1c(=O)n(-c2cccc(C(F)(F)F)c2)c(=O)c2sccc21)NCC1CCCO1 (configuration not stated)	99	-1	-1	-0.1	0	18	-4	9	0.0	4
COc1ccc(NC(=O)CSc2nnc(Cc3cccn3C)n2CCc2ccccc2)cc1OC	95	-3	8	-0.1	10	-4	-8	17	-1.2	0
O=C(OCC(=O)N1CCCC1)c1cccc(Br)c1	96	0	1	0.1	1	-4	-3	-2	0.0	0
Cc1cc(=O)oc2cc(NS(=O)(=O)c3ccc(F)cc3)ccc12	92	-9	2	-0.2	0	8	-14	-3	-1.0	-8
CC1CCC(N2CCN(c3ccc([N+](=O)[O-])cc3)CC2)CC1 (configuration not stated)	97	6	9	0.4	-2	3	4	-5	1.6	-7
O=C(Nc1ccccc1Cl)c1cc(C2CCCN(C(=O)c3cccc(O)c3)C2)on1 (configuration not stated)	106	-2	-3	0.2	-5	7	-6	-11	1.3	4
(further entries)
SMILES	ABCB6 inh 2	Vif inh	N-glyco inh	aDG glyco act	m5-HT2A agonist	MC4R antag cAMP	CaV13 ICDI inh	PDI inh	MC4R ag barr	Cardio protect
O=C(NCCCn1ccnc1)/C(=C\c1cccs1)NC(=O)c1cccs1	98	-12	0	-0.4	-1	-3	-5	4	0.5	4
CCOC(CCNC(=O)c1cc2c(=O)[nH]c3ccccc3c2s1)OCC	100	-4	3	0.1	0	5	-4	7	-0.5	6
COCCN(C(=O)CCc1nnc(CCc2c[nH]c3ccccc23)o1)C(C)C	97	4	2	-0.5	4	8	-12	14	-2.6	1
CC1CCCN(CC(O)COc2ccc3c(c2)OCO3)C1 (configuration not stated)	105	8	2	-0.6	0	6	1	-1	-1.6	1
Cc1c(C(=O)NCCN2CCCC(O)C2)oc2c(F)cccc12 (configuration not stated)	97	nt	-1	0.0	-1	-4	nt	-7	-2.1	-2
CC(C)CN(CCOc1cccc(N2C(=O)C3=C(CCCC3)C2=O)c1)CC(C)C	100	-2	-3	0.1	0	6	-4	2	0.5	-7
Cc1cc(CN2CCN(CC(=O)Nc3cc(C(F)(F)F)ccc3-n3cncn3)CC2)no1	91	12	2	0.1	-5	4	-2	1	-3.1	1
COC(=O)CC1=NN(c2ccc(OC)cc2)C(=O)/C1=C\c1ccc(Cl)cc1	100	-10	2	-0.5	-1	4	-3	1	0.1	-1
COc1cccc2c1OC1(CCN(C(C)C)CC1)N1N=C(c3cccnc3)CC21 (configuration not stated)	98	2	-1	-0.1	-1	9	-5	-2	-1.0	-6
